# ROC1-CUL1 inh = inhibitors of human ROC1-CUL1 ubiquitin ligase activity; 0.6% of 140,000 active; AID 1347404, 2020; E3 ubiquitin-protein ligase RBX1 (Homo sapiens) + Cullin-1 (Homo sapiens), P62877+Q13616; in vitro K48 di-Ub FRET, acceptor:donor ratio, 45 min; inhibition, % at 10 µM; in the data active = inhibition above about 25%
# Target sequence (P62877 whole entry, looked up): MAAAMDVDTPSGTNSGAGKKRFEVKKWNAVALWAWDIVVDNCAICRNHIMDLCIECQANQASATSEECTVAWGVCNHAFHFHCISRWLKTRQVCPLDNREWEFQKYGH
# Target sequence (Q13616 whole entry, looked up): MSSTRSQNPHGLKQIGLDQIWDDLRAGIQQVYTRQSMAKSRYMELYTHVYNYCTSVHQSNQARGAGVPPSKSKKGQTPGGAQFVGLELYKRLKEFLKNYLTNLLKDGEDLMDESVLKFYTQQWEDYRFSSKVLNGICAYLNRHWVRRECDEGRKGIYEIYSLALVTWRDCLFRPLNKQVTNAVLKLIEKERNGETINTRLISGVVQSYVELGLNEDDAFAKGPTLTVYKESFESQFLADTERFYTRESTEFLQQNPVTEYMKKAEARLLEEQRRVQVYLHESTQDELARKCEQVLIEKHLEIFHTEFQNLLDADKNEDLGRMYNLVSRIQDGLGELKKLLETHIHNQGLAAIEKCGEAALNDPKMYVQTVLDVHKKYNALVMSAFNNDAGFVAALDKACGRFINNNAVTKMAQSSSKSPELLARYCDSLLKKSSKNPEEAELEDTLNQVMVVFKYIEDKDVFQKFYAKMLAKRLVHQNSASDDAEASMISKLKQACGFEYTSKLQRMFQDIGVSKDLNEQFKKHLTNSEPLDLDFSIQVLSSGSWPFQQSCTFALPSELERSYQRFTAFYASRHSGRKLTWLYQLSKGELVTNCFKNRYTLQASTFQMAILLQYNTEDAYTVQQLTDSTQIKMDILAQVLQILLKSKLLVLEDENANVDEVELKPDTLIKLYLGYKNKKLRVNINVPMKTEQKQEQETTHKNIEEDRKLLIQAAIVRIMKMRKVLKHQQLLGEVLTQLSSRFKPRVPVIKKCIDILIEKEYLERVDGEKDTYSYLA
# * hit, by the source's call; & = joins results of further samples.
ROC1-CUL1 inh | structure
5.0 | COc1ccc(NC(=S)NNC(=O)c2nnn(-c3ccc(Cl)cc3)c2C)cc1
1.7 | C/C(=N/NC(=O)C(N)=O)c1cccc(NC(=O)C(F)(F)F)c1
7.7 | CC1=Nc2cc(C(=O)N3CCCCC3)ccc2Sc2ccc(C)cc21
-1.2 | CCN(C(=O)CSc1ncc2c(n1)-c1cc(Cl)ccc1N(Cc1ccccc1)S2(=O)=O)c1cccc(C)c1
3.3 | COc1ccccc1CCNC(=O)C(=O)NCC(c1cccs1)S(=O)(=O)c1ccc(F)cc1 (configuration not stated)
-4.3 | CSc1ccc(C(=O)NC2CCCN(CCc3ccccc3)C2)cc1 (configuration not stated)
0.0 | Cc1c(CNC2CCCCCC2)c(C(=O)O)c(C)n1Cc1cccc(Cl)c1
0.6 | Cc1cccc(-c2c3c(=O)n(C)c(=O)n(C)c3c3cnc4ccccc4n23)c1
-1.0 | Cc1ccc(C(=O)NC2(C(=O)NC3CCCC3)CCCCC2)cc1
1.4 | Cc1nc(C2CCCN(C(=O)C(=O)Nc3cc(C)on3)C2)cc(=O)[nH]1 (configuration not stated)
-9.2 | COc1ccccc1C(=O)Nc1cccc(OCc2cc(=O)n3ccccc3n2)c1
14.7 | Cc1ccccc1Cn1cc(C(=O)N2CCN(C3CCCC3)CC2)nn1

# The last 3 records of the part before open the next one:
ROC1-CUL1 inh | structure
1.4 | Cc1nc(C2CCCN(C(=O)C(=O)Nc3cc(C)on3)C2)cc(=O)[nH]1 (configuration not stated)
-9.2 | COc1ccccc1C(=O)Nc1cccc(OCc2cc(=O)n3ccccc3n2)c1
14.7 | Cc1ccccc1Cn1cc(C(=O)N2CCN(C3CCCC3)CC2)nn1
4.4 | Cc1cccc(-c2nc(CCNC(=O)c3ccc(Br)o3)cs2)c1
-2.5 | c1cc(Nc2cccc3nccnc23)c2nccnc2c1
4.6 | COc1ccc(S(=O)(=O)NCCS(=O)(=O)N2CCN(c3ccccc3)CC2)cc1OC
6.5 | Cc1ccc(CS(=O)(=O)c2ncc(Cl)c(C(=O)Nc3nc4ccc(F)cc4s3)n2)cc1
4.4 | CCOc1ccccc1N1CCN(S(=O)(=O)c2ccc(OC)cc2)CC1
-0.6 | CN(CC1CCCN(CCc2ccc(Cl)cc2)C1)C(=O)CCc1cnccn1 (configuration not stated)
-2.6 | COc1ccc(N2C(=O)CS(=O)(=O)C23C(=O)N(Cc2ccccc2)c2ccccc23)cc1 (configuration not stated)
0.9 | CC(=O)c1nn(-c2ccc(Br)cc2)c(-c2cccs2)c1C#N
7.7 | CCCCc1ccc(C(=O)Nc2ccc3nc(N(CC)CC)cc(C)c3c2)cc1
-3.6 | CCc1ccc(CNC(=O)c2ccc3c(c2)N=C(C)c2cc(C)ccc2S3)cc1
-2.7 | O=C(NCc1ccoc1)c1ccc(C2CCCN2)s1 (configuration not stated)
11.5 | CCc1cccc(NS(=O)(=O)c2ccc3c(c2)CC(C)N3C(=O)C2CC2)c1 (configuration not stated)
2.2 | COc1cccc(C2c3c(n[nH]c3C)OC(=N)C2C#N)c1OCc1ccc(Br)cc1 (configuration not stated)
2.0 | CCc1cccc(NC(=O)c2c(C)oc3nc(C)nc(N4CCCC4)c23)c1
-7.8 | Cc1scc(C(=O)Nc2scc(-c3ccccc3Cl)c2C(=O)OC(C)C)c1C
7.3 | COc1ccc(C(=O)c2cn(Cc3ccccc3)c3ccccc3c2=O)cc1OC
0.4 | CN1CCN(c2ncccc2CNC(=O)[C@@H]2C[C@H]2c2ccccc2)CC1
7.2 | COc1ccc(-c2cc3ccc(O)c(CN4CCCC(C)C4)c3oc2=O)cc1 (configuration not stated)
-6.8 | CCc1cc(C(=O)N2CCc3c(sc(S(=O)(=O)N4CCCC4)c3C(=O)OC)C2)n(C)n1
-9.9 | CC12CCC(C(=O)O)(c3nc4ccccc4nc31)C2(C)C (configuration not stated)
-0.1 | CC(C)(C)C(=O)Nc1cc(C(=O)Nc2cccc(/C=C/C(=O)c3ccccc3)c2)cc(C(=O)Nc2cccc(/C=C/C(=O)c3ccccc3)c2)c1
5.1 | Cc1ccccc1CNC(=O)CN1C(=O)CSc2ccc(S(=O)(=O)N(C)C)cc21
-7.2 | Cc1ccc(Cl)cc1NC(=O)CCC(=O)N1CC(C)Sc2ccccc21 (configuration not stated)
2.0 | CN(C)CC/C=C1\c2cc(Cl)ccc2CSc2sccc21
8.8 | CCN1CCN(C(=O)c2ccc(N3CCC(NCc4nonc4C)CC3)cc2)CC1
-10.3 | Cc1ccc(OCCCn2c(C3CC(=O)N(c4cccc(Cl)c4)C3)nc3ccccc32)c(C)c1 (configuration not stated)
5.0 | COc1ccc(CCNC(=O)c2ccc3c(c2)CCN3S(=O)(=O)c2ccccc2)cc1
9.6 | COc1ccc(OCc2cc(C(=O)N3CCCC(OC)C3)n[nH]2)c(Cl)c1 (configuration not stated)
-1.3 | COc1cccc(C(=O)c2sc(Nc3ccc(C)cc3C)c(S(=O)(=O)c3ccccc3)c2N)c1
4.7 | Cc1cc(NC(=O)CSc2nnc(C)s2)no1
-2.0 | Cc1nc(NC(=O)Cn2cnc3c(=O)n(C)c(=O)n(C)c32)ccc1Br
-1.9 | O=C(CCCN1CCN(c2ncccn2)CC1)NC1c2ccccc2CSc2ccccc21 (configuration not stated)
-6.4 | COc1ccc2cc(/C=N/N=C(/c3ccccc3)C34CN5CN(CN(C5)C3)C4)ccc2c1
3.3 | COc1cc(NC(=O)CSc2nc3ncccc3o2)cc(OC)c1
-4.3 | O=C(c1ccco1)N1CCN(Cc2cn[nH]c2-c2ccc3c(c2)OCO3)CC1
-8.6 | Cc1nc2scc(-c3ccccc3)c2c(=O)o1

# 5 of the compounds above, bar-delimited:
smiles | ROC1-CUL1 inh
Cc1cc(NC(=O)CSc2nnc(C)s2)no1 | 4.7
CCN1CCN(C(=O)c2ccc(N3CCC(NCc4nonc4C)CC3)cc2)CC1 | 8.8
COc1cc(NC(=O)CSc2nc3ncccc3o2)cc(OC)c1 | 3.3
Cc1nc(NC(=O)Cn2cnc3c(=O)n(C)c(=O)n(C)c32)ccc1Br | -2.0
COc1ccc(OCc2cc(C(=O)N3CCCC(OC)C3)n[nH]2)c(Cl)c1 (configuration not stated) | 9.6

# (further entries)
ROC1-CUL1 inh | structure
-2.9 | Cc1cccc(-n2c3nc(=O)n(C)c(=O)c-3cc3c(Cl)cccc32)c1C
-1.9 | CCCCCCc1ccc(COc2ccc3cc(C#N)ccc3c2)cc1
-4.3 | COc1ccc(NC(=O)CN2CCN(Cc3ccccc3Cl)S2(=O)=O)cc1Cl
4.9 | COC(=O)c1ccccc1NC(=O)CN1C(=O)COc2ccccc21
4.6 | Cc1cccc(NC(=O)CN2C(=O)c3cccc4cccc2c34)c1C
-2.5 | Cc1cc(C)cc(NC(=O)Cc2noc3ccccc23)c1
-8.7 | CS(=O)(=O)N1CCN(C(=O)c2cc(F)c(F)cc2Cl)CC1
-8.2 | Cc1nn(Cc2c(Cl)cccc2Cl)c(C)c1NC(=O)C12CC3CC(CC(C3)C1)C2
7.5 | O=C(NCc1ccco1)c1ccc(C(=O)NCc2ccco2)nc1
-3.1 | CCc1ccc(N(CC)C(=O)Cn2c(=O)oc3ccccc32)cc1
-1.5 | CCOc1ccc(NC(=O)Cn2c(=O)n(Cc3ccc(C(=O)NCc4ccc5c(c4)OCO5)cc3)c(=O)c3ccccc32)cc1
-7.5 | CC1CN(CC(O)COC2CCCCC2)CC(C)O1 (configuration not stated)
6.9 | COc1ccccc1CNC(=O)Cn1ncc2c(C)n(Cc3ccccc3Cl)c(C)c2c1=O
2.4 | O=c1c(=O)n(OCc2ccccc2)c2ccccc2n1OCc1ccccc1
-4.1 | C/C=C(\C)CN1Cc2cc(OC)ccc2OC(CC)C1 (configuration not stated)
32.4* | O=c1c(Cl)nc(Cl)cn1-c1ccc(Cl)c(Cl)c1
-6.8 | O=C(c1ccco1)N1CCC2(CCCN(Cc3ccccc3F)C2=O)C1 (configuration not stated)
8.4 | Cn1cc(CCNC(=O)c2ccccc2OC2CCN(C(=O)c3cccnc3)CC2)cn1
-11.2 | CCOC(=O)COc1ccc(Oc2nc(NC(C)C)nc(NC(C)C)n2)nn1
-2.4 | CCCCSCCCNC(=O)C1C=Nc2ccc(S(=O)(=O)Nc3cccc(OC)c3)cc2C1=O (configuration not stated)
0.4 | CCOC(=O)C1(Cc2ccc(F)cc2F)CCCN(C(=O)c2occc2C)C1 (configuration not stated)
1.9 | COc1ccc(Cn2c(SCc3ccc(C(=O)NCc4ccc(C)cc4)cc3)nc3cccnc32)cc1
1.2 | CC1CCc2c(sc3nnn(Cc4ccccc4)c(=O)c23)C1 (configuration not stated)
3.3 | CCc1ccc(CNC(=O)C2CCCN(c3nnc(C)c4c(C)n(-c5ccccc5)nc34)C2)cc1 (configuration not stated)

# An excerpt from above in order of molar mass, rising.
ROC1-CUL1 inh | structure
-6.8 | O=C(c1ccco1)N1CCC2(CCCN(Cc3ccccc3F)C2=O)C1 (configuration not stated)
8.4 | Cn1cc(CCNC(=O)c2ccccc2OC2CCN(C(=O)c3cccnc3)CC2)cn1
6.9 | COc1ccccc1CNC(=O)Cn1ncc2c(C)n(Cc3ccccc3Cl)c(C)c2c1=O
1.9 | COc1ccc(Cn2c(SCc3ccc(C(=O)NCc4ccc(C)cc4)cc3)nc3cccnc32)cc1

# In the list so far, these contain a COOH group:
ROC1-CUL1 inh | structure
0.0 | Cc1c(CNC2CCCCCC2)c(C(=O)O)c(C)n1Cc1cccc(Cl)c1
-9.9 | CC12CCC(C(=O)O)(c3nc4ccccc4nc31)C2(C)C (configuration not stated)

# New compounds follow:
ROC1-CUL1 inh | structure
-13.0 | C=CCNCCCOc1ccc(Cl)cc1C
7.2 | CC(C)C12CN3CC(C(C)C)(CN(C1)C3c1ccccc1O)C2=O (configuration not stated)
-13.4 | COc1cc2c(=O)c(S(=O)(=O)c3ccccc3)cn(CC(=O)Nc3ccccc3C)c2cc1OC
2.3 | CCN(CC)C(=S)SCC(=O)c1cc(C)c(C)c(Br)c1O
-6.5 | Cc1ccc2c(c1)c1c(n2C)C(O)CCC1 (configuration not stated)
7.6 | Cc1oc(-c2ccco2)nc1CN(C)C(C)c1ccon1 (configuration not stated)
-8.9 | COc1ccc(CNC(=O)c2cc3c(=O)n(Cc4cccs4)ccc3nc2C)cc1
-8.8 | CCC(Nc1ccccc1OC)C(=O)N/N=C/c1ccc(Cl)cc1Cl (configuration not stated)
14.7 | O=C(Cc1ccccn1)Nc1ccccc1
-1.3 | COCCCNC(=O)Cn1c(=O)n(-c2cccc(C)c2)c(=O)c2c1c1cc(C)ccc1n2C
-3.5 | Cc1ccc(-c2nc3cc(F)ccc3s2)cc1
4.8 | Cc1n[nH]c(C)c1S(=O)(=O)N(CC(=O)NCc1ccccc1Cl)c1ccc(C(C)C)cc1
5.9 | CC(C)NC(=O)c1cc2c(Cl)nc3ccccc3c2s1
-3.0 | OCCCN1CCN(CCCOc2ccccc2-c2ccccc2)CC1
-5.4 | CCOC(=O)c1c(NC(=O)c2nn3c(c2Cl)NC(c2ccccc2)CC3C(F)(F)F)sc2c1CCC(C)C2 (configuration not stated)
-5.0 | COCCn1c(CNC(=O)c2cc(OC)c(OC)c(OC)c2)nc2cccnc21
4.9 | CC1CCN(S(=O)(=O)c2ccc3c4c(cccc24)C(=O)N3)CC1
9.8 | O=C1NN(c2ccccc2)C(=O)/C1=C/c1c2ccccc2cc2ccccc12
4.0 | Nc1c(C(=O)Nc2ccccc2OC(F)F)sc2ncccc12
4.6 | O=C(Nc1c(C(=O)O)oc2ccccc12)c1ccc(C(F)(F)F)cc1
7.2 | CCOc1ccc(Cn2c(CNS(=O)(=O)c3cccc(Cl)c3)nc3cccnc32)cc1
-6.0 | O=C(N/N=C/c1ccc([N+](=O)[O-])cc1)c1ccn(Cc2cccc(Br)c2)n1
-14.4&1.0 | CCSc1nc2sc3c(c2c(=O)n1-c1ccc(C)cc1)CCCC3
11.2 | O=C1NN(c2ccccc2)C(=O)/C1=C/c1cc(Cl)cc(Cl)c1OCCCOc1ccc(Cl)cc1
-2.0 | CCOc1ccc(C(=O)C2C(=O)C(=O)N(CCN(C)C)C2c2cccc(OC)c2)cc1Cl (configuration not stated)
-12.7 | CC(C)(C)N=C1C(=O)C(=O)C1NC(C)(C)C (configuration not stated)
2.7 | CCCCCCCC1=NN2C(=N)/C(=C/c3ccc(-c4ccc(Cl)cc4)o3)C(=O)N=C2S1
3.3 | Cc1cc2c(cc1S(=O)(=O)C(C)CC(=O)NC1CCC(C)CC1)OCC(=O)N2 (configuration not stated)
4.3 | CCCCN1CC(C(=O)Nc2ccc(C(N)=O)cc2)CC1=O (configuration not stated)
-1.4 | O=C(N=C1SC2CS(=O)(=O)CC2N1c1ccc(Br)cc1)c1ccccc1 (configuration not stated)
11.4 | O=C(NC1CC1)C1CCCN(C2CCN(Cc3ccc(Cl)cc3)CC2)C1 (configuration not stated)
-3.6 | Cc1ccc(-c2c(C)n3c4c(=O)n(C)c(=O)n(C)c4nc3n2-c2cccc(O)c2)cc1
-1.8 | C/C(=N\NC(=O)CCn1c2c(c3ccccc31)CCCC2)c1ccc2[nH]ccc2c1
-1.4 | O=C1c2ccc(C3CCSCC3)cc2CCc2sccc21
-7.2 | O=C(O)c1sccc1/C=C\c1ccsc1
6.4 | COc1ccccc1N1CCN(C(CNC(=O)C(=O)NCCc2ccccc2)c2cccnc2)CC1 (configuration not stated)
2.4 | Cc1ccc(CNCc2ccccc2Cl)s1
-2.5 | CCC1(C)NC(=S)N(c2ccccc2)N1 (configuration not stated)
10.4 | CC1(C)CN(C(=O)Nc2nnc(-c3ccco3)s2)CCO1
12.9 | COc1ccccc1/C=N/NC(=O)CSCc1ccc(Cl)cc1
-1.0 | CCCCN(CC)CCNC(=O)C1CCCN(c2ncnc3onc(C)c23)C1 (configuration not stated)
7.7 | O=C1NC(=Nc2ccc(Br)cc2)S/C1=C\c1ccccn1
13.2 | O=C(O)c1ccc(CN2C(=O)/C(=C/c3ccsc3)SC2=Nc2ccccc2)cc1
9.9 | Cc1ccc(NC(=O)c2ccc(-n3c(C)nnc3C)cc2)cc1F

# High-throughput results: PubChem BioAssay, Icahn School of Medicine at Mount Sinai

# The list is partial; the hit share may differ from the screen's.
